# From PubChem BioAssay
# CYP2C19 act – activators of human cytochrome P450 2C19; activation factor at 5 µM; recombinant CYP2C19, luciferin-H EGE luminescence; hits give high values; 0 = fully inhibited enzyme, 1 = untreated enzyme; AID 1025; 96,000 tested, under 10 active; P33261;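 active = activation factor of at least 2 at 5 µM in the primary screen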;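 note: 0 = wells with 2.5 mM tranylcypromine and 1 = vehicle-only wells; values of inactives mirror those of a sister screen read the other way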
# Target sequence (P33261 whole entry, looked up): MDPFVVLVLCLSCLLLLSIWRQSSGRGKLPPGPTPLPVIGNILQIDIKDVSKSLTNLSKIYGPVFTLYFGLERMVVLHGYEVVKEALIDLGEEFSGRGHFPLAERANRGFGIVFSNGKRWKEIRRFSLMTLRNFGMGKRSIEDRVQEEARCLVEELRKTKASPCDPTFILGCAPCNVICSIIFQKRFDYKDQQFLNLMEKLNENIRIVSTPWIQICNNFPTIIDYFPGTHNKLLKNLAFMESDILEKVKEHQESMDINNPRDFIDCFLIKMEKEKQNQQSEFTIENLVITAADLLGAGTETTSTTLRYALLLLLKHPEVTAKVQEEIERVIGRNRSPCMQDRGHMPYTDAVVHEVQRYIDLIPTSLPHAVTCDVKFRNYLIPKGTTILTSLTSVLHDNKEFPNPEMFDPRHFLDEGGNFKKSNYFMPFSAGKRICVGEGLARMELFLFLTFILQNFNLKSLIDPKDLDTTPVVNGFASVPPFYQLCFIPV
# Calb biofilm kill – kills Candida albicans biofilms | inhibition, % at 6 µM | C. albicans biofilm + clotrimazole, Alamar Blue | 85,000 compounds, 0.14% hits;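 active = inhibition above 20%; inactive = inhibition below 20%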;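 note: preformed 24 hr biofilms exposed to compound for 48 hr; 0% = biofilm without compound and 100% = blank killed by clotrimazole plus chlorhexidine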
# VCAM1 TNFa inh – reduces TNF alpha induced VCAM1 expression in HUVEC. HUVEC TNFa-induced VCAM-1 immunofluorescence, high-content imaging. inhibition, % at 2 µM. 95,000 compounds, 0.48% hits;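 active = inhibition above the batch mean plus 3 SD, with images confirmed as a hit by eye, cut at about 37% in these data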;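 note: 0% = TNF-stimulated DMSO wells and 100% = unstimulated control wells; not every result past the cut was called active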
# HUVEC tox TNFa – toxic to HUVEC cells under TNF alpha stimulation. HUVEC TNFalpha-stimulated, Hoechst cell count, imaging. cell count reduction, % at 2 µM. 93,000 compounds, 0.17% hits. AID 848;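 active = cell count reduction exceeding the screen mean by over 5 SD, scaled to untreated wells per plate, cut at about 78% in these data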;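 note: cells counted after 24 h of TNF alpha exposure following the 1 h pretreatment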
# CYP2C19 inh – blocks human cytochrome P450 2C19; P33261; 96,000 compounds, 21% hits; CYP2C19 Supersomes, luciferin-H EGE luminescence, 30 min; inhibition, % at 5 µM;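 active = CYP2C19 inhibition above a set limit at 5 µM in the primary screen, cut at about 50% in these data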;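 note: plate controls were negative control wells for no effect and 2.5 mM tranylcypromine positive control for full effect; values of inactives mirror those of a sister screen read the other way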
# IL1B cytotox – toxic to HUVEC cells under IL-1B stimulation; AID 845; 94,000 compounds, 0.41% hits; HUVEC cell count loss, Hoechst imaging, IL-1B stimulated; cell count reduction, % at 2 µM;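 active = cell count reduction more than 3 SD above the screen-wide mean, cut at about 70% in these data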;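 note: normalized per plate to untreated control cells as the no-loss baseline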
# CYP2C9 inhib – blocks human cytochrome P450 2C9; P11712; CYP2C9 Supersomes, luciferin-H conversion, luminescence; inhibition, % at 5 µM; 96,000 compounds, 20% hits;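 active = blocking of liver enzyme CYP2C9 beyond about 50% at 5 µM, limit read from the data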; note: values of inactives mirror those of a sister screen read the other way
# hDAT+cocaine – modulates human dopamine transporter uptake under cocaine. Q01959. LLC-PK1 hDAT cells, [14C]-dopamine uptake with cocaine IC80; actives deviate in either direction. B-score at 10 µM. 110,000 compounds, 1.3% hits. AID 449768;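 active = Z score or B-score, a plate-position-corrected score, falls beyond the plate's 99.7% confidence bounds, in either direction; inactive = both scores lie inside the 99.7% bounds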;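 note: scored against the spread of the other compound wells on the same plate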
# Target sequence (Q01959 whole entry, looked up): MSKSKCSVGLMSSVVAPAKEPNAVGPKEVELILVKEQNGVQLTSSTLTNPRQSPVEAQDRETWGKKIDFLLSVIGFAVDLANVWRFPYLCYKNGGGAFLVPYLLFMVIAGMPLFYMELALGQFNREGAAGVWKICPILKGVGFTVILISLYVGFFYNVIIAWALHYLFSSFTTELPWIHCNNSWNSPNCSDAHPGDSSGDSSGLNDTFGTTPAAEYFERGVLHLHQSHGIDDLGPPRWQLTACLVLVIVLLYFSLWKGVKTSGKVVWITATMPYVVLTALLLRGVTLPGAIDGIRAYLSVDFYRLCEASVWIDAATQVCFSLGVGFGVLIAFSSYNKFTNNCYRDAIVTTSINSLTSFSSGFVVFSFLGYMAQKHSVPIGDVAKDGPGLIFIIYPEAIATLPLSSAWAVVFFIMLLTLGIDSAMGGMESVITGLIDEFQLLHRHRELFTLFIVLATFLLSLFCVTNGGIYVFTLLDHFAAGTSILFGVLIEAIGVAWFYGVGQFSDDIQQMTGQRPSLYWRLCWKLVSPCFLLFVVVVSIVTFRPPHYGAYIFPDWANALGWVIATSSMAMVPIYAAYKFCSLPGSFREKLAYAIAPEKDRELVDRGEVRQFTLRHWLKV
# CYP2C9 act – activators of human CYP2C9. recombinant CYP2C9, luciferin-H conversion, luminescence; hits give high values; factor 1 = untreated enzyme, 0 = blocked. 96,000 compounds, 1.4% hits. activation factor at 5 µM. P11712;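 active = activation factor of 2 or more for CYP2C9 at a 5 µM dose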;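 note: 0 = sulfaphenazole-blocked wells and 1 = vehicle-only wells; values of inactives mirror those of a sister screen read the other way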
# The depositor's hits bear a star; · = not tested or not shown. The order is random. Share with any hit: about 29%.
SMILES,CYP2C19 act,Calb biofilm kill,VCAM1 TNFa inh,HUVEC tox TNFa,CYP2C19 inh,IL1B cytotox,CYP2C9 inhib,hDAT+cocaine,CYP2C9 act
Cn1c(=O)c2c(nc(CN3CCN(Cc4ccccc4)CC3)n2Cc2ccc(F)cc2)n(C)c1=O,0.9,-3,·,·,14,·,21,0.14,0.8
Cc1ccc(C2CC(C(F)(F)F)n3nc(C(=O)NCC4CCCO4)cc3N2)cc1 (stereo unspecified),0.5,7,1,4,47,24,58*,1.6,0.4
CCOC(=O)c1[nH]c(C)c(C(=O)NC2CCN(C(=O)OCC)CC2)c1C,1.1,7,13,-28,-6,-5,-6,2.3,1.1
COc1ccccc1N1C(=O)CC(Nc2ccc(N3CCOCC3)cc2)C1=O (stereo unspecified),1.2,2,-11,-23,-16,-40,25,0.82,0.8
O=C(Cn1ncc2c(=O)oc3ccccc3c21)NCCCN1CCCC1=O,0.2,6,-11,2,80*,14,11,0.23,0.9
O=C(NCCN1CCOCC1)C1CCN(c2nc3ccccc3o2)CC1,1,5,9,-8,-3,23,11,-0.53,0.9
COc1ccc(Oc2c(C)oc3c(CN4CCOCC4)c(O)ccc3c2=O)cc1,1.1,5,17,-32,-8,-16,3,0.32,1
COc1ccc(Cn2nnnc2C(c2cccs2)N2CCN(c3ccc([N+](=O)[O-])cc3)CC2)cc1 (stereo unspecified),0.4,3,3,-8,63*,-6,73*,-0.044,0.3
CC1CCCCN1C(=S)NCCc1ccccc1 (stereo unspecified),0,·,0,0,96*,-2,27,0.61,0.7
COCCCN1C(=O)C(=O)/C(=C(/O)c2ccc(OC)cc2C)C1c1cccnc1 (stereo unspecified),0.9,5,-21,-3,11,-96,3,0.066,1
COc1cc([N+](=O)[O-])ccc1NC(=O)CCCOc1cccc(C)c1C,0.8,·,8,-24,15,10,-5,-1.2,1
COc1ccc(C)cc1S(=O)(=O)N(C)CC(=O)Nc1ccc2c(c1)OCO2,0.4,6,-12,4,58*,-117,86*,0.57,0.1
Cc1ccc(NC(=O)C2CCCN2S(=O)(=O)c2ccc(F)cc2)c(C)c1 (stereo unspecified),0.6,3,5,4,44,-7,29,0.3,0.7
CC1(C)NC(=O)N(CCCCOc2ccc3c(c2)CCC3)C1=O,0.2,4,·,·,78*,·,33,0.27,0.7
Nc1cccc2c1C(=O)N(C(=O)c1cccc(S(=O)(=O)N3CCCC3)c1)C2=O,1,·,31,-18,4,18,2,0.017,1
CCOC(=O)CN(C(=O)CNC(=O)c1ccco1)C(C(=O)NC1CCCC1)c1ccccc1OCC (stereo unspecified),1.1,6,-18,-1,-9,0,-8,0.56,1.1
Cc1nc2ccccc2c2oc(C(=O)NCc3ccccn3)cc12,0.9,-4,·,·,11,·,18,-0.031,0.8
COc1ccc(Cn2nc(C)cc2C)cc1OC,0.6,0,-9,-2,40,-34,8,1.5,0.9
Cc1ccc2nc3c(cc(C(=O)NCC4CCCO4)n3C)c(=O)n2c1 (stereo unspecified),·,·,0,-5,·,-3,·,-0.19,·
Cc1ccc2c(c1)CCCN2C(=O)c1c(C)noc1C,0.5,-5,12,-32,47,68,35,0.29,0.6

# Next part (three carried over from the part before).
SMILES,CYP2C19 act,Calb biofilm kill,VCAM1 TNFa inh,HUVEC tox TNFa,CYP2C19 inh,IL1B cytotox,CYP2C9 inhib,hDAT+cocaine,CYP2C9 act
COc1ccc(Cn2nc(C)cc2C)cc1OC,0.6,0,-9,-2,40,-34,8,1.5,0.9
Cc1ccc2nc3c(cc(C(=O)NCC4CCCO4)n3C)c(=O)n2c1 (stereo unspecified),·,·,0,-5,·,-3,·,-0.19,·
Cc1ccc2c(c1)CCCN2C(=O)c1c(C)noc1C,0.5,-5,12,-32,47,68,35,0.29,0.6
O=C(O)c1cc(S(=O)(=O)Nc2ccc3c(c2)OCCO3)c(Cl)cc1Cl,0.9,11,·,·,15,·,51*,0.29,0.5
CCCC(=O)NC1=C(C#N)C2(CCCC2)Cc2ccccc21,0.6,-1,5,11,41,1,13,-0.41,0.9
O=C(N/N=C\c1ccc(COc2ccc([N+](=O)[O-])cc2)o1)c1cccc(Cl)c1,0.7,·,0,2,34,29,60*,0.63,0.4
Cc1cccc(OCc2nc(-c3ccccn3)n[nH]2)c1,0.8,8,-1,-9,24,-124,4,0.83,1
FCCCOc1ccc(-c2ccnc(-c3ccccc3)n2)cc1,1.2,·,5,18,-18,8,-10,-0.33,1.1
CCOC(=O)c1ccc(NC(=O)CSc2nnnn2C2CCCCC2)cc1,·,9,6,8,·,-17,·,-1.7,·
O=C(Oc1cccc(N2C(=O)CCC2=O)c1)c1ccccc1,·,8,18,-7,·,89*,·,-0.51,·
COc1cc(S(=O)(=O)N2CCN(C)CC2)ccc1Cl,·,2,6,24,·,4,·,0.63,·
COC(=O)Nc1c(C)nn(Cc2ccccc2C)c1C,0.4,4,-16,-15,58*,21,-3,0.67,1
Cc1ccccc1CN(c1ccc(C(=O)N2CCCC2)cc1)S(C)(=O)=O,0.8,2,-5,-16,18,40,21,0.04,0.8
CC1(C)CC(=O)c2c(oc3cc(O)c(O)cc23)C1,1,6,-6,-20,2,-163,-216,0.21,3.2*
O=C(Oc1ccc(Cl)cc1)c1ccc2nccnc2c1,1,·,2,10,3,2,-4,-1,1
O=C(Nc1ccc(N2CCCC2)cc1)c1ccc(Br)o1,0.4,-1,11,-34,61*,-18,10,0.092,0.9
CC(C)n1c2ccccc2c2nnc(SCC(=O)OCN3C(=O)c4ccccc4C3=O)nc21,1.1,5,8,-35,-8,-17,3,0.24,1
CC(C)(C)OC(=O)N1CCCC1C(=O)NC(Cc1ccccc1)C(=O)O (stereo unspecified),1.2,3,-11,-28,-20,-5,-30,0.5,1.3
O=C(NCc1cccs1)C1CCN(S(=O)(=O)c2ccc(Br)s2)CC1,0.6,7,8,-17,39,-23,-52,-0.56,1.5
CCOC(=O)N1CCN(c2c(NCC3CCCO3)c(=O)c2=O)CC1 (stereo unspecified),1,7,11,-27,4,4,-12,0.55,1.1
Cc1ccc(CNC(=O)CCC(=O)c2cccs2)cc1,0.1,·,-1,-16,85*,-4,-35,0.024,1.3
CC1C2CC(CC1(C)C)N(C(=O)Nc1ccc3nccnc3c1)C2 (stereo unspecified),1,7,3,-7,2,-10,18,·,0.8
O=C(N/N=C/c1cc([N+](=O)[O-])ccc1Cl)c1ccc2nc[nH]c2c1,1.1,·,5,-11,-6,10,-4,1.1,1
COc1ccc(C2=Nn3c(nnc3-c3ccccn3)SC2)cc1OC,0.4,7,-1,-31,62*,-220,36,-0.25,0.6
CCC1CCCCN1C(=O)Cn1c(=O)oc2ccccc21 (stereo unspecified),0.2,6,15,-19,83*,-14,12,0.028,0.9
C=CCC1c2cccc(C(=O)O)c2C(=O)N1c1cccc(C)c1 (stereo unspecified),1.1,5,13,-12,-6,-117,0,0.5,1
CC1=N/C(=C\c2ccc([N+](=O)[O-])cc2)C(=O)N1c1cc(Cl)ccc1C,1,·,0,-16,1,-14,-9,0.0076,1.1
Cn1c(=O)c2c(nc(Br)n2CCSc2ncccn2)n(C)c1=O,1.1,3,-19,·,-12,1,-7,0.92,1.1
Cc1ccc(/C=N\Nc2nc3ccc(Cl)cc3[nH]2)o1,0.9,·,1,12,7,-11,10,-0.6,0.9
O=C(NC12CC3CC(CC(C3)C1)C2)C12CC3CC(C1)CC(n1cnc(Cl)n1)(C3)C2,0.7,·,12,-1,27,-5,-2,-0.11,1
Cc1ccc(-c2noc(COc3ccccc3C)n2)cc1,0.9,9,-5,14,11,-40,1,0.031,1
CCNc1nc(NCC)nc(-n2nc(C)cc2C)n1,1.1,1,·,·,-7,·,20,-0.26,0.8
O=C(CCn1cccc1)NCc1ccccc1,0.9,5,-4,-29,9,-24,-7,0.41,1.1
CCOC(=O)CSc1nnc(-c2ccncc2)o1,·,3,16,8,·,-14,·,-0.042,·
CCOC(=O)COc1ccc(Br)cc1C1NC(=O)NC(C)=C1C(=O)NCc1ccccc1 (stereo unspecified),1,2,22,9,0,-1,83*,0.5,0.2
C=CCNc1nc(-c2sc(NC(C)=O)nc2C)cs1,0.8,-3,6,-19,18,-33,-28,-0.075,1.3
CC(=O)c1ccc(OCC(O)CN2CCN(CC(O)COc3ccc(C(C)=O)cc3)CC2)cc1 (stereo unspecified),·,-3,3,-26,·,-1,·,0.094,·
COc1cccc(C(=O)NC(Cc2ccccc2)c2ccc3c(c2)OCCCO3)c1 (stereo unspecified),0.5,·,-6,3,46,8,75*,0.91,0.2
Cc1ccc(OCC(=O)N(C)CCc2ccccn2)cc1,0.6,8,13,2,39,-12,6,0.78,0.9
CCCN1C(=O)CN(C2CCCCCC2)C(=O)C1c1ccc(C)cc1 (stereo unspecified),0.8,11,1,-7,18,-22,24,0.64,0.8
COc1ccc(Nc2nnc(C)c3ccccc23)cc1C(N)=O,1,10,8,-26,0,-7,-6,1.3,1.1
COC(=O)CC1SC(=O)NC1=Nc1ccc(O)cc1 (stereo unspecified),0.8,6,14,-22,19,-10,1,0.049,1
O=C(CCc1nc(-c2ccc(Cl)cc2)no1)OCc1ccc(Br)cc1,·,·,-21,-14,·,6,·,1.1,·
COC(=O)[C@@H](NC(=O)NC(C)CCc1ccccc1)C(C)C (stereo partly specified),0.9,4,6,-43,15,6,2,-1.1,1
Cc1cc(C)n2c(SCC(=O)NCc3ccco3)nnc2n1,1.1,8,26,-40,-15,0,-1,-0.18,1
NC(=O)c1nsc(C(=O)N(CC(=O)NCc2ccco2)c2ccccc2F)c1N,·,9,-8,-9,·,-17,·,-0.31,·
Cc1ccc(C)c(S(=O)(=O)C(C#N)c2nc3ccccc3nc2N2CCCC2)c1 (stereo unspecified),1,6,4,-38,-1,-5,7,0.62,0.9
CCc1nnc(NC(=O)Cn2ccc(C(F)(F)F)n2)s1,0.9,-1,-8,6,6,-11,12,-0.2,0.9
COc1ccc(C(=O)N2CCc3ccccc32)cc1,·,9,-9,19,·,-10,·,-0.058,·
O=C(Cn1c2ccccc2c(=O)c2ccccc21)N/N=C/c1cc([N+](=O)[O-])ccc1N1CCCCCC1,1.2,·,19,-6,-17,-25,-1,-0.094,1
COc1cc(NC2c3ccccc3C(=O)N2c2ccc(C)cn2)cc(OC)c1OC (stereo unspecified),0.5,0,11,36,46,23,38,-0.018,0.6
Cc1cc(Br)cn2ccnc12,1.1,·,8,-11,-14,·,-18,·,1.2
CN1C=CC=C/C1=C(\C#N)c1nc2ccccc2[nH]1,1,9,8,-13,-1,-5,-6,-1.2,1.1
# (further entries)
SMILES,CYP2C19 act,Calb biofilm kill,VCAM1 TNFa inh,HUVEC tox TNFa,CYP2C19 inh,IL1B cytotox,CYP2C9 inhib,hDAT+cocaine,CYP2C9 act
CC1(C)CC(CC(=O)O)(c2ccc(F)cc2)CCO1 (stereo unspecified),1,12,4,-23,5,-10,13,-0.54,0.9
CCOC(=O)c1c(C)cc(=O)oc1C,1.1,8,11,-3,-10,11,-15,-0.63,1.2
CCOC(=O)C1=C(C)NC(SCC(N)=O)=C(C#N)C1c1ccncc1 (stereo unspecified),0.2,6,1,-4,82*,-48,75*,1.1,0.2
CC(Oc1ccc(Cl)cc1Cl)C(=O)NCCCN(C)C (stereo unspecified),0.9,7,·,·,8,·,-4,-0.044,1
O=C(c1ccc(N2CCNCC2)cc1)c1cccnc1,1,9,-1,-5,-5,-7,-12,-1.3,1.1
CCC(CC)C(=O)NC12CC3CC(CC(C3)C1)C2,0.9,3,15,0,13,-122,14,-0.37,0.9
